TGFb inhibitor = inhibitors of TGF-b signaling | HepG2 CAGA-GFP TGF-b/SMAD3 reporter, GFP fluorescence, 18 h; TGF-beta stimulated, 500 pg/mL final | Potency, µM (highest dose often 46.1 µM), without a hit: at the top dose activity, negative = inhibition, most hits filed as inhibitors | actives 1.2% (n = 410,000) | AID 588855; also: % is scaled to controls: 0 for no effect and ±100 for the full control effect; nearly all actives have a fitted effect of over 65% in size
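Inhibition was scored as loss of TGF-beta-induced (500 pg/mL final, 18 hours, 37 degrees C) GFP in HEPG2 cells carrying a CAGA-GFP reporter, in DMEM with 1% FBS. Well GFP was summed per cell; Activity was normalised to unstimulated and stimulated DMSO wells, then concentration-response fitting.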
HepG2 viability = counter-screen for TGF-b inhibitors: cytotoxicity in HepG2 cells; Potency, µM (doses to about 46.1 µM), inactives show at the highest dose activity change, negative = cytotoxicity, actives largely listed as cytotoxic; AID 588856; actives 0.76% (n = 410,000); HepG2 CAGA-GFP viability, ATP luminescence, 18 h; also: some results filed as inactive show a strong effect at the top dose
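CellTiter-Glo luminescence gave cytotoxicity after 18 hours at 37 degrees C. The cells were HepG2 CAGA-GFP in 1% FBS DMEM, stimulated with 500 pg/mL TGF-beta after compound addition. %Activity was normalised to no-cell wells (complete cell-killing) and DMSO (no toxicity), and curves were fitted and classified.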
ATXN2 expr inh = reduces ATXN2 reporter expression in HEK-293 cells; Potency, µM (titrated, usually from 57 µM), for the others: at the highest dose activity change, negative = inhibition, actives largely listed as inhibitors; AID 1745845; actives 0.72% (n = 360,000); HEK-293 ATXN2-luciferase reporter, luminescence, 24 h; also: % is scaled to controls: 0 for no effect and ±100 for the full control effect; nearly all actives have a fitted effect of over 55% in size
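qHTS (up to 57 uM final) was run with 24 h compound exposure of reporter cells at 37 °C. Each well was multiplexed: SteadyGlo luminescence measured ATXN2-luciferase expression after a fluorogenic Gly-Phe-AFC viability readout (25 uM final).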
EPAC2 antagonist = antagonists of human EPAC2; Q8WZA2; EPAC2 GEF exchange of Rap1B-BODIPY-GDP, fluorescence; Potency, µM (doses to about 114 µM), for the others: at the top dose activity, negative = inhibition, usual class: inhibitors; actives 0.18% (n = 360,000); AID 720708; also: % is scaled to controls: 0 for no effect and ±100 for the full control effect; nearly all actives have a fitted effect of over 45% in size; many of its hits are not listed in these tables
Target sequence (Q8WZA2 whole entry, looked up): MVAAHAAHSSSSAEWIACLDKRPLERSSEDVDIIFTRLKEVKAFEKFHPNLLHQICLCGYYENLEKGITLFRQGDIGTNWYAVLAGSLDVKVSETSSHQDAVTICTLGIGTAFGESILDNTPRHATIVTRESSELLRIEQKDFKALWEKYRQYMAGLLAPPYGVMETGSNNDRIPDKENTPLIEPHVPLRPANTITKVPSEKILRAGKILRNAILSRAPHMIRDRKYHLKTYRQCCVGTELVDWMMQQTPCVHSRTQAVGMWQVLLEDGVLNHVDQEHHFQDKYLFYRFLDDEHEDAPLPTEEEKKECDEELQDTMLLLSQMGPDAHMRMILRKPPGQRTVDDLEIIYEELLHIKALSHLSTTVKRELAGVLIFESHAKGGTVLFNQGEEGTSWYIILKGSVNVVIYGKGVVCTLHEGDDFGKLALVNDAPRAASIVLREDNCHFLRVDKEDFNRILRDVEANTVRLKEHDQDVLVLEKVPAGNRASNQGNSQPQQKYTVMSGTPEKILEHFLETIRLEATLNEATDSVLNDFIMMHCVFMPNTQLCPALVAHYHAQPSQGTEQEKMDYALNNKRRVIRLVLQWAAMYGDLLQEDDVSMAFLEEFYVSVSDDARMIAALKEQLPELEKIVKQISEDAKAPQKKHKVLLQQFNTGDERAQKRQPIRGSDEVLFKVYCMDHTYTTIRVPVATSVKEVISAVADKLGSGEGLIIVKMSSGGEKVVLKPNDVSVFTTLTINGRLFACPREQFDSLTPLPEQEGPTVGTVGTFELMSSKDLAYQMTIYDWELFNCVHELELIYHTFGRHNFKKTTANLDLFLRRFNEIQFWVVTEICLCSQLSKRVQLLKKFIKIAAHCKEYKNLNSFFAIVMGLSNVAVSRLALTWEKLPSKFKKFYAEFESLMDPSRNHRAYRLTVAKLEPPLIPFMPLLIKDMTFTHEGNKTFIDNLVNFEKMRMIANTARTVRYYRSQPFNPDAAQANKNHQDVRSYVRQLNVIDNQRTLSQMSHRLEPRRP
Nrf2 activator = activators of Nrf2 (ARE) signaling. AREc32 ARE-luciferase reporter (MCF7-derived line), luminescence, 24 h. Potency, µM (top dose mostly 46.1 µM), without a hit: at the top dose activation, hits mostly activators. actives 0.31% (n = 410,000). AID 624171; also: % of control where 0% means no effect; nearly all actives have a fitted effect of over 65% in size
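Luminescent ARE reporter assay in AREc32_Fluc cells: overnight plating at 37 deg C, 24 hr compound incubation, Steady-Glo added, 30 min RT before reading.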
A549 tox = A549 cytotoxicity, counter-screen for Nrf2 inhibitors | A549 ARE-Fluc cells, CellTiter-Fluor viability, 18-24 h | Potency, µM (titrated, usually from 46 µM), without a hit: at the highest dose activity change, negative = cytotoxicity, hits mostly inhibitors | actives 0.16% (n = 390,000); also: % is scaled to controls: 0 for no effect and ±100 for the full control effect
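A549 ARE-Fluc cells in 5% FBS OPTI-MEM, 5000 cells/well, rested 2 h then exposed to compounds in concentration-response for 18-24 h at 37 °C. Viability by CellTiter-Fluor fluorescence (Ex 405/Em 525) after 30 min; luciferase luminescence (BugLite, 15 min, RT) read afterwards.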
Nrf2 inh = inhibitors of Nrf2 signaling. A549 ARE-Fluc reporter, luciferase luminescence, 18-24 h. Potency, µM (top dose mostly 46 µM), for the others: at the top dose activity change, negative = inhibition, actives largely listed as inhibitors. actives 2.1% (n = 360,000); also: % is scaled to controls: 0 for no effect and ±100 for the full control effect; nearly all actives have a fitted effect of over 60% in size
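Nrf2 activity is the BugLite luminescence, read 15 min after reagent at room temperature, following CellTiter-Fluor cytotoxicity readout (30 min, 37C). Compound titrations were applied for 18-24 h to 5000 A549 ARE_Fluc cells/well in 5% FBS OPTI-MEM.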
S2 tox = reduces viability in counter-screen for ATXN expression inhibitors; actives 0.49% (n = 400,000); AID 651635; Potency, µM (highest dose often 56.7 µM), actives largely listed as cytotoxic; S2 cells (HEK-293 line with an ATXN2-luciferase reporter) viability, CellTiter-Fluor protease fluorescence, 24 h; also: nearly all actives have a fitted effect of over 40% in size
MCF10A rereplic = DNA re-replication induction in MCF 10a cells; Potency, µM (series often up to 46.1 µM), without a hit: at the highest dose activity, positive = re-replication, usual class: activators; MCF 10A DNA re-replication, Hoechst nuclear intensity, 48 h; actives 2.9% (n = 350,000); also: % of control where 0% means no effect; nearly all actives have a fitted effect of over 50% in size
* marks the source's active call; other numbers are inactive results; i = inactive; ? = inconclusive; / = no result given; & = joins results of further samples; [ ] = dose if it differs, or a comment. Calls follow the shape of the dose curve; as a rule, active = well fitted curve in the direction sought with a large enough effect; inconclusive = small, poorly fitted or top-dose-only effect, or another doubt; inactive = no such curve, though single readings can be large; an effect the other way counts as inactive or inconclusive. Potency is read from the fitted curve at half-maximal effect.

The first 11 records, to show the layout:
SMILES	TGFb inhibitor	HepG2 viability	ATXN2 expr inh	EPAC2 antagonist	Nrf2 activator	A549 tox	Nrf2 inh	S2 tox	MCF10A rereplic
O=C(NNC(=O)C1CCN(S(=O)(=O)c2ccc(Cl)cc2)CC1)c1ccc(S(=O)(=O)N2CCCCC2)cc1	-14%	-9%	1%	15%	0.5%	-1%	-3%	i	-21%
COc1cccc(-c2cc(C(=O)NC3CC3)c3ccccc3n2)c1	4%	-6%	-9%	0%	1.9%	-11%	-4%	?	14%
CCCn1c(N)c(N(CCOC)C(=O)Cc2ccc(S(=O)(=O)N3CCOCC3)s2)c(=O)[nH]c1=O	32%[activator]	6%	5%	-5%	-0.1%	-9%	11%	i	-1%
O=C(Nc1cc(Cl)ccc1Cl)N1CCCC1	6%	7%	6%	6%	-0.8%	5%	-9%	i	?
FC(F)(F)c1cnc(Oc2ccc(-c3nnco3)cc2)c(Cl)c1	-1%	-8%	-12%	2%	-0.2%	1%	-28%	i	1%
Clc1ccc2c(N/N=C/c3cccnc3)ccnc2c1	-26%	-19%	?	-12%	30%	-5%	-2%	?	?
Cc1ccc(C2=NN(S(C)(=O)=O)C(c3ccc4c(c3)OCO4)C2)cc1 (centres undefined)	51%[activator]	-22%	104%[activator]	5%	4.2%	-11%	?	i	11%
CC(Oc1ccc([N+](=O)[O-])cc1Cl)C(=O)Nc1ccc(C(N)=O)cc1 (centres undefined)	0%	-2%	-4%	4%	-0.5%	-9%	?	i	1%
CCCCCCn1c(=O)n2n(c1=O)C[C@]1(OC(=O)NCC3CCCCC3)CN(S(=O)(=O)c3ccc(C)cc3)C[C@]1(O)C2	?	-52%	-34%	-9%	-0.9%	/	/	/	/
Cn1cccc1C(=O)NNC(=O)COc1ccc(Br)cc1	-19%	-2%	-1%	6%	0.0%	1%	5%	i	-20%
CC(OC(=O)C(NC(=O)c1ccco1)C(C)C)C(=O)Nc1ncc(Cl)cc1Cl (centres undefined)	?	-8%	2%	14%	0.4%	-3%	9%	i	3%

Main list, from the first entry:
SMILES	TGFb inhibitor	HepG2 viability	ATXN2 expr inh	EPAC2 antagonist	Nrf2 activator	A549 tox	Nrf2 inh	S2 tox	MCF10A rereplic
O=C(NNC(=O)C1CCN(S(=O)(=O)c2ccc(Cl)cc2)CC1)c1ccc(S(=O)(=O)N2CCCCC2)cc1	-14%	-9%	1%	15%	0.5%	-1%	-3%	i	-21%
COc1cccc(-c2cc(C(=O)NC3CC3)c3ccccc3n2)c1	4%	-6%	-9%	0%	1.9%	-11%	-4%	?	14%
CCCn1c(N)c(N(CCOC)C(=O)Cc2ccc(S(=O)(=O)N3CCOCC3)s2)c(=O)[nH]c1=O	32%[activator]	6%	5%	-5%	-0.1%	-9%	11%	i	-1%
O=C(Nc1cc(Cl)ccc1Cl)N1CCCC1	6%	7%	6%	6%	-0.8%	5%	-9%	i	?
FC(F)(F)c1cnc(Oc2ccc(-c3nnco3)cc2)c(Cl)c1	-1%	-8%	-12%	2%	-0.2%	1%	-28%	i	1%
Clc1ccc2c(N/N=C/c3cccnc3)ccnc2c1	-26%	-19%	?	-12%	30%	-5%	-2%	?	?
Cc1ccc(C2=NN(S(C)(=O)=O)C(c3ccc4c(c3)OCO4)C2)cc1 (centres undefined)	51%[activator]	-22%	104%[activator]	5%	4.2%	-11%	?	i	11%
CC(Oc1ccc([N+](=O)[O-])cc1Cl)C(=O)Nc1ccc(C(N)=O)cc1 (centres undefined)	0%	-2%	-4%	4%	-0.5%	-9%	?	i	1%
CCCCCCn1c(=O)n2n(c1=O)C[C@]1(OC(=O)NCC3CCCCC3)CN(S(=O)(=O)c3ccc(C)cc3)C[C@]1(O)C2	?	-52%	-34%	-9%	-0.9%	/	/	/	/
Cn1cccc1C(=O)NNC(=O)COc1ccc(Br)cc1	-19%	-2%	-1%	6%	0.0%	1%	5%	i	-20%
CC(OC(=O)C(NC(=O)c1ccco1)C(C)C)C(=O)Nc1ncc(Cl)cc1Cl (centres undefined)	?	-8%	2%	14%	0.4%	-3%	9%	i	3%
CN(C)CCCOC(=O)c1ccc(Cl)cc1	2%	-16%	1%	10%	-0.2%	12%	0%	i	?
O=C(CN1c2cccc3cccc(c23)S1(=O)=O)N1CCCCC1	-8%	-3%	-15%	-9%	0.5%	-9%	9%	i	1%
C/C(N)=C(/C#N)C(=O)COC(=O)CSc1ccc2ccccc2c1	0%	0%	-3%	6%	-0.9%	-12%	3%	i	-5%
Cc1ccccc1C(=O)Nc1c(C)nc2ccccn2c1=O	-3%	-12%	/	/	-0.5%	17%	/	/	/
CCOc1ccc(C(=O)c2ccc([N+](=O)[O-])cc2Cl)cc1	7%	-3%	-3%	-14%	1.6%	15%	5%	i	0%
COc1ccccc1NS(=O)(=O)c1cc(NC(=O)CN2C(=O)NC3(CCCCC3)C2=O)ccc1C	2%	-2%	-15%	-7%	-0.2%	-6%	-14%	i	5%
O=C(NCC1CCCO1)C(c1ccc(F)cc1)N(CC1CCCO1)C(=O)c1ccc(-c2ccccc2)[nH]1 (centres undefined)	1%	5%	-16%	4%	-0.7%	-1%	5%	i	1%
Nc1cc(C(=O)OCC(=O)NCC2CCCO2)ccc1Cl (centres undefined)	-2%	5%	3%	12%	-0.1%	1%	?	i	17%
Cc1cccc(N(C)C(=O)COc2cc(=O)n(C)c3ccccc23)c1	-3%	0%	5%	-8%	3.8%	-3%	-12%	i	5%
CN(Cc1c(C(=O)N/N=C/c2ccccc2)nnn1-c1nonc1N)C1CCCCC1	13%	-5%	-12%	1%	0.2%	-2%	-5%	i	2%
N#Cc1ccsc1NC(=O)CN1C(=O)NC2(CCCCC2)C1=O	8%	5%	2%	3%	-0.3%	-3%	7%	i	-2%
CCOc1ccc(Br)cc1S(=O)(=O)NC(=O)c1ccccc1	-4%	16%	/	10%	0.2%	-9%	-6%	i	0%
CCS(=O)(=O)N1N=C(c2ccc(C)cc2)CC1c1cc2ccc(OC)cc2nc1Cl (centres undefined)	134%[activator]	-1%	-2%	/	4.3%	-11%	-14%	i	/
Cc1nc(C(F)(F)F)ccc1C(=O)N1CCC(C)(C(=O)O)C1 (centres undefined)	34%[activator]	16%	4%	5%	0.7%	/	/	i	/
(further entries)
SMILES	TGFb inhibitor	HepG2 viability	ATXN2 expr inh	EPAC2 antagonist	Nrf2 activator	A549 tox	Nrf2 inh	S2 tox	MCF10A rereplic
CCC(=O)c1ccc(OCc2ccc(C(=O)OC)cc2)c(OC)c1	10%	-17%	19%	-7%	0.4%	1%	?	?	-10%
FC(F)(F)c1ccccc1Cc1c(-c2ccco2)nc2ccc(Cl)cn12	?	6.3µM*	-38%	-6%	?	/	/	?	/
CC(C)c1ccc(NC(=S)NN(c2ccccc2)c2ccccc2)cc1	?	-11%	-4%	-13%	3.6%	6%	-3%	i	?
COC(=O)CC1=NN(c2nc(C)cc(C)n2)C(=O)C1	-12%	21%	14%	6%	-0.5%	1%	4%	i	1%
CC1(C)CC(=O)C(C(N)=NC(=O)c2ccccc2)=C(O)C1	9%	-3%	20%	6%	-0.8%	1%	?	i	0%
COc1cccc(OC)c1C(=O)Nc1ccccc1C(=O)N1CCOCC1	3%	6%	3%	4%	0.0%	17%	9%	i	-3%
Cc1cc(C)cc(N(CC(=O)NCC2CCCO2)C(=O)CCC(=O)Nc2nccs2)c1 (centres undefined)	?	-1%	-3%	8%	0.0%	-1%	8%	i	?
CC1=NN(C(=O)Cc2ccc([N+](=O)[O-])cc2)C(O)(C(F)(F)C(F)(F)F)C1 (centres undefined)	11µM*	-70%	/	-7%	-0.4%	-9%	-12%	?	7%
CCC(C)[C@H]1CNCCN1CCc1cc(C(F)(F)F)cc(C(F)(F)F)c1 (some centres undefined)	?	-108%	?	11%	-5.5%	-1%	14%	?	-10%
CCN=C(NCC)SC1CC(=O)N(c2ccc(F)cc2)C1=O (centres undefined)	-5%	-45%	-7%	2%	-0.9%	6%	-5%	i	5%
CCCCn1nnnc1SCC(=O)Nc1ccc2c(c1)OCO2	-2%	-1%	29%	8%	0.3%	-8%	?	i	-31%[inhibitor]
CC(=O)Nc1ccc(C(=O)CCl)cc1	?	-53%	5%	-10%	?	1%	-13%	?	-21%
O=C(CSc1nc(=O)n(Cc2ccco2)c2c1CCC2)Nc1cccc(F)c1	7.9µM*	-22%	?	/	6.1%	-3%	/	i	/
COc1ccc(S(=O)(=O)NCc2ccccc2Cl)cc1OC	13%	2%	-2%	-2%	0.3%	-5%	3%	?	-6%
Cc1cc(C)c[n+](C(C)C(=O)c2ccc(Cl)cc2)c1 (centres undefined)	20%	-19%	-11%	-4%	0.4%	1%	-36%	i	?
COCCNC(=O)CCc1c(C)nc2c(c(C)nn2-c2ccc(C)cc2)c1C	-4%	16%&-7%	/	-7%	0.3%&4.0%	4%&8%	?	i	5%
CCOC(=O)c1ccc(NC(=O)CN2C(=O)C(C)SC(C)C2=O)cc1 (centres undefined)	-9%	1%	/	-3%	-1.1%	0%	6%	i	0%
Cc1ccc(C(=O)NC(=S)NNC(=O)c2ccccc2[N+](=O)[O-])cc1	6%	-2%	-17%	16%	5.5%	0%	/	i	9%
CC(C)C(=O)N1CCN(c2nc(-c3ccccc3)c3c(c2C#N)CCCC3)CC1	?	-33%	-34%	-18%	3.2%	?	12µM*	i	18µM*

Screening data (PubChem)

Not all compounds are listed; rates above refer to the full screens.
